LEDGF integ inh = blocks HIV-1 LEDGF/p75-dependent DNA integration; TR-FRET IN-LEDGF/p75 DNA integration, Eu/Cy5; inhibition, % at 3.7 µM; actives 0.64% (n = 370,000);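 active = inhibition above the screen-wide mean plus 3 SD, cut at about 13% in these data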;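 note: signal is the Cy5 over europium emission ratio at 671 and 618 nm; 0% = plate median of compound wells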
UHRF1 binding = UHRF1 methyl-DNA binding inhibition; Q96T88; UHRF1 binding to methylated oligo, TR-FRET; inhibition, % at 4.4 µM; actives 0.75% (n = 370,000); AID 687016; in the data active = inhibition above about 21%;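 note: UHRF1 SRA domain binding a hemimethylated CpG hairpin DNA probe; 0% = median of test compound wells and 100% = reference inhibitor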
PRMT1 inh = inhibitors of human PRMT1; Q99873; recombinant PRMT1, activity-based probe fluorescence polarization; inhibition, % at 2.79 µM; actives 1.3% (n = 370,000);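 active = inhibition above about 21% made by adding two undisclosed values, limit read from the data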
KLK7 zymogen act = activators of human kallikrein-7 zymogen; activation, % at 7 µM; purified proKLK7, EDANS-DABCYL substrate fluorescence; 100% is mature enzyme control, 0% vehicle; P49862; actives 0.9% (n = 370,000);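 active = activation above the mean of all tested compounds plus 3 SD, computed per campaign excluding outliers beyond control limits, cut at about 13% in these data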
Target sequence (P49862 whole entry, looked up): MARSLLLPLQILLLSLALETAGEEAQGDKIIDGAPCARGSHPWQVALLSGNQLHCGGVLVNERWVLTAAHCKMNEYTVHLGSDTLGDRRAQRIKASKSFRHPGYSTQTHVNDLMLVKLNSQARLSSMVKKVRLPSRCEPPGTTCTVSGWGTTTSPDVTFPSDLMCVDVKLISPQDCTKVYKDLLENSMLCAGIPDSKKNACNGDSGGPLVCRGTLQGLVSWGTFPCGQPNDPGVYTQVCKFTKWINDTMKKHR
Tn7 DDE FP = DD(E)-Tn7 binding inhibition, primary FP screen; actives 0.13% (n = 370,000); inhibition, % at 8.3 µM; P02675; AID 720508; FP displacement of FITC-Tn7 peptide from fibrin DD(E); 0% = median of compound wells per plate;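 active = inhibition above the mean of compounds falling within the control limits plus 3 SD of them, cut at about 14% in these data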;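 note: 0% = plate median of compound wells and 100% = 10 µM Aha-Tn7 peptide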
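Assay system: Human clot-derived fibrin DD(E) complex | Buffer or medium: Tris/NaCl/CaCl2 buffer, pH 7.8 | Repeats: One replicate per compound | Benchmarks: Aha-Tn7 high control | Measure: % inhibition scaled between sample-field median and high-control FP | Schedule: 10 min plus 3 h, room temperature | Signal: Fluorescence polarization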
DDE Tn6 FP inh = disrupts Tn6 cyclic peptide binding to fibrin D-Dimer-E complex; P02675; Fibrin DD(E) TRITC-Tn6 fluorescence polarization displacement; inhibition, % at 8.3 µM; actives 0.21% (n = 370,000); AID 720509;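 active = inhibition above a per-campaign cutoff: mean of compounds within control limits plus 3 SD, cut at about 15% in these data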;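 note: 0% = median of all compound wells on the plate and 100% = blocking peptide control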
TCR CD3 inh = blocks the human TCR-CD3 interaction | TAMRA-labeled TCR probe fluorescence, biochemical | AID 651800 | actives 0.37% (n = 360,000) | inhibition, % at 9.4 µM; in the data active = inhibition above about 19%;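 note: recombinant mutant TCR 2C K166C tagged with TAMRA read by polarization; 0% = receptor in buffer alone and 100% = receptor with positive control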
SIAE primary = inhibitors of human sialic acid acetylesterase SIAE | actives 0.69% (n = 370,000) | AID 1053197 | inhibition, % at 9.66 µM | Q9HAT2 | SIAE FP-Rh probe binding, fluorescence polarization;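 active = inhibition above a cutoff: mean of compounds within the control limits plus 3 SD of those, cut at about 17% in these data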;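 note: 0% = plate median of compound wells and 100% = probe without SIAE protein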
Target sequence (Q9HAT2 whole entry, looked up): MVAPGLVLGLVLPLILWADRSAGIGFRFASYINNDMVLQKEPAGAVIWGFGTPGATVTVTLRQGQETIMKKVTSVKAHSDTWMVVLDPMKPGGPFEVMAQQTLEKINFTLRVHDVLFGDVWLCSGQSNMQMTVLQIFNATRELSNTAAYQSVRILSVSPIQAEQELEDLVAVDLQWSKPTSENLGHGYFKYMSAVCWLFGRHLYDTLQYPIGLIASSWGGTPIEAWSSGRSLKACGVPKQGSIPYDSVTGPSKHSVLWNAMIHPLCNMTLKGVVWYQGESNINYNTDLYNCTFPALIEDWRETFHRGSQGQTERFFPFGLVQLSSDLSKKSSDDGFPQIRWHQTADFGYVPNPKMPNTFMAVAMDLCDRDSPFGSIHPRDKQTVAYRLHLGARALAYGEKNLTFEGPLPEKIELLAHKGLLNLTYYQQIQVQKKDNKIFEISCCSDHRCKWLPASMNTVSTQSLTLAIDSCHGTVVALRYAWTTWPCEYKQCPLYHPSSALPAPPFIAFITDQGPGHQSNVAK
MBD2 DNA inh = MBD2-methylated oligo binding inhibition; Q9UBB5; TR-FRET, MBD2 binding to methylated oligonucleotide; inhibition, % at 4.4 µM; actives 0.31% (n = 370,000); AID 686964; in the data active = inhibition above about 13%
TDP2 absorb = TDP2 (human) inhibition, absorbance primary screen; O95551; recombinant TDP2, T5PNP hydrolysis, p-nitrophenol absorbance 415 nm; inhibition, % at 12.8 µM; actives 0.34% (n = 370,000); AID 720702;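 active = inhibition above the mean of all tested compounds plus 3 SD, set per campaign, cut at about 25% in these data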;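 note: 0% = DMSO with enzyme and 100% = buffer with substrate but no TDP2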
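Incubation: 2 h at 37 °C; Test system: recombinant human TDP2; Quantity: enzyme 120 nM; Read-out basis: percent inhibition; Medium: 50 mM Tris-HCl pH 7.5 with Mg2+, KCl, DTT, BSA; Repeats: single replicate; Compound: 12.8 µM single point, 1% DMSO; Signal: epi absorbance; Reagent: 5 mM T5PNP chromogenic substrate; Benchmarks: no-enzyme high, DMSO-plus-enzyme low.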
* marks the source's active call; other numbers are inactive results; . = no result given; & = joins results of further samples; ! = a repeat was not active.

Tn7 DDE FP,KLK7 zymogen act,canonical_smiles,TCR CD3 inh,LEDGF integ inh,DDE Tn6 FP inh,PRMT1 inh,MBD2 DNA inh,TDP2 absorb,UHRF1 binding,SIAE primary
-1,1.0,O=C(COc1ccc2ccccc2c1Br)NC(=S)Nc1cccc(CO)c1,3,7,0,-3,1,-18,4,-20
11,6.4,CC1(C)Cc2c(C#N)c(NCCCO)nc(-c3ccccc3)c2CO1,0,-3,-1,4,4,5,0,-4
7,-0.1,Cc1cccc(C)c1NC(=O)COC(=O)CN1C(=O)C2CCCCC2C1=O (stereo not drawn),2,0,-2,-1,3,8,-2,-1
3,0.5,Cc1ccc(NC(=O)COc2ccc(Cl)cc2Cl)cc1S(=O)(=O)N1CCOCC1,-8,-3,-14,3,5,-3,3,-17
-2,-0.2,CCNC(=O)OCC12CC3CC(CC(C3)C1)C2,-2,5,-2,0,-5,2,-2,15
2,0.5,Cc1ccc(C(=O)N/N=C\c2ccc3c(c2)OCO3)cn1,11,4,-3,-3,-7,13,-2,1
-12,-0.4,Cn1c(CCNC(=O)c2ccccc2F)nnc1SCc1nc2ccccc2c(=O)[nH]1,3,3,-6,-3,-1,-14,2,-5
-5,-1.0,COc1ccccc1N1CCN(C2CC(=O)N(c3ccc(F)cc3)C2=O)CC1 (stereo not drawn),5,-2,3,10,-4,14,-2,-5
-3,0.4,CCOc1ccc(CCN2C(=O)C(=O)N([C@@H](Cc3ccccc3)CN3CCC[C@H]3CN3C(=O)C(=O)NC[C@@H]3CC(C)C)C[C@@H]2Cc2ccc(O)cc2)cc1,-4,2,-3,3,11,-1,13,2
-1,-0.7,CC1(C(=O)NS(=O)(=O)Cc2ccccc2)CCN1C(=O)C/C=C/c1ccccc1 (stereo not drawn),0,-3,3,-1,0,1,-3,9
-1,-1.3,CCCN(CCC)C(=O)c1c(C)[nH]c(C(=O)OCC)c1C,4,-2,5,1,0,-6,-1,12
1,-8.9,CC(C)N(C(=O)[C@H]1C[C@H](CC(=O)NCc2cccc(C(F)(F)F)c2)C(=O)N2CCc3c([nH]c4cc(-c5ccco5)ccc34)[C@]12C)C(C)C,-3,3,5,15,0,6,1,-3
-4,-0.3,CCc1cc2cc3c(cc2nc1SCC(=O)Nc1cc(C)on1)OCO3,-2,2,0,-2,4,2,2,4
-2,-0.5,CC1(C)Cc2ccccc2C(CSc2ccccc2C(=O)O)=N1,1,-2,-5,10,-4,1,2,6
0,12,O=C(O)c1ccc(Nc2c3ccccc3nc3ccccc23)cc1,-3,-4,3,2,-8,-4,-6,-3
-7,0.5,Cc1cccc(C)c1NC(=O)c1ccc(N2CCCC2=O)cc1,1,-2,0,-1,-2,5,-3,-3
6,-0.4,O=C(N/N=C\c1ccc([N+](=O)[O-])o1)c1cncc(Br)c1,19,11,-1,34*,3,4,2,13
2,0.0,C1CCCCCC(NCCN2CCNCC2)CCCCC1,0,-1,-1,1,3,1,1,-2
-3,-0.6,O=C(NCc1ccco1)c1ccc2c(c1)C(=O)N(C1CCCCC1)C2=O,3,1,-3,-1,-1,-7,-1,-6
4,-1.0,Cc1cc(C)n2nc(S(=O)(=O)NC(C)(C)C)nc2n1,1,3,7,-1,2,5,-1,-5

Profiles from above. Order of screens: Tn7 DDE FP	KLK7 zymogen act	TCR CD3 inh	LEDGF integ inh	DDE Tn6 FP inh	PRMT1 inh	MBD2 DNA inh	TDP2 absorb	UHRF1 binding	SIAE primary
CCc1cc2cc3c(cc2nc1SCC(=O)Nc1cc(C)on1)OCO3 is listed with -4	-0.3	-2	2	0	-2	4	2	2	4
Cc1cccc(C)c1NC(=O)c1ccc(N2CCCC2=O)cc1 is listed with -7	0.5	1	-2	0	-1	-2	5	-3	-3

Carrying on:
Tn7 DDE FP,KLK7 zymogen act,canonical_smiles,TCR CD3 inh,LEDGF integ inh,DDE Tn6 FP inh,PRMT1 inh,MBD2 DNA inh,TDP2 absorb,UHRF1 binding,SIAE primary
1,0.4,CC(C)CCN1CCN(C/C=C/c2ccco2)CC1CCO (stereo not drawn),-1,1,4,1,1,10,-3,5
2,0.5,C/C(=N\NC(=O)c1cccc(S(=O)(=O)Nc2ccc(C)cc2C)c1)c1ccncc1,-2,0,-9,0,1,-1,-3,3
2&-7,-0.4&0.1,Cc1c(NC(=O)CN2CC(C)OC(C)C2)c(=O)n(-c2ccccc2)n1C (stereo not drawn),0&4,-2&6,3&0,-2&1,3&3,29*!,-1&3,9&2
-2,0.7,Cc1cc(NC(=O)c2n[nH]c(=O)c3ccccc23)ccc1Br,1,2,1,-4,-1,2,0,-5
1,0.4,CN1C2C=C3C(C#N)=C(N)C(C#N)(C#N)C(c4ccc(Br)cc4)C3C1CC2 (stereo not drawn),-4,-2,6,8,2,0,0,1
5,0.0,CS(=O)(=O)N(Cc1ccccc1)c1ccc(C(=O)Nc2cccnc2)cc1,7,0,1,-2,-9,11,-4,2
-3,0.3,COc1ccc(S(=O)(=O)N(C)CC(=O)N2CCN(c3ccccc3)CC2)cc1,1,3,11,0,0,1,1,3
-1,-0.7,O=C(COC(=O)/C=C/c1ccc(F)cc1)Nc1ccc(Cl)cn1,4,5,2,-4,-1,-9,0,9
-10,-0.4,O=C(CSc1ncc(-c2ccccc2)[nH]1)Nc1cccc(O)c1,5,1,-3,4,-4,-7,-1,2
3,0.2,Cc1cc(C(F)F)n2nc(C(=O)Nc3cc(C)on3)nc2n1,3,-3,-5,2,-3,1,3,4
-6,1.2,O=C(O)c1cccc(NC(=O)C2CC(=O)N(Cc3ccccc3)C2)c1 (stereo not drawn),6,-1,-8,1,-1,-3,-1,3
6,-0.3,CC(=O)Nc1ccc(Cc2ccncc2)cc1,1,-2,-3,3,6,0,3,-2
-2,-0.6,O=C(COc1ccc(F)cc1)c1ccc2c(c1)CCCC2,-3,2,0,-1,-1,-18,6,-3
1,0.4,CC(C(=O)Nc1cccc(Br)c1)c1ccc([N+](=O)[O-])cc1 (stereo not drawn),-10,-2,-2,4,1,9,2,-10
-4,0.2,Cc1ccc2c(c1)N(C(=O)NC1CCCCC1)C(C)(C)CC2C (stereo not drawn),4,-2,-2,0,4,1,-1,-1
-1,-0.5,CCN(CC)c1ncnc2c1ncn2[C@H]1CN(Cc2cccs2)C[C@@H](CO)O1,-6,2,1,6,-2,-2,3,-1
-2,-0.1,C[C@@H](NC(=O)c1[nH]cnc1C(=O)Nc1cccc(Cl)c1)c1ccccc1,-2,2,-4,4,7,-12,2,-27
2,-0.1,C/C(=N\NC(=O)C1COc2ccccc2O1)c1cc2ccccc2o1 (stereo not drawn),6,2,0,-4,-2,6,-4,-5
1,0.8,CCn1cc(CNCc2c(C(=O)N3CCCCC3)nc3c(C)cccn23)cn1,10,1,4,0,-4,0,-3,3
2,-0.4,CSc1nccc(NC(=O)c2cccc(Br)c2)n1,0,6,-2,-8,3,-1,2,3
-8,0.2,CCN(CC)c1ccc(NC(=O)CCS(=O)(=O)c2cccc3nsnc23)c(C)c1,5,4,1,2,0,3,-8,9
0,-0.2,COCCn1nnnc1SCC(=O)c1ccccc1,-1,1,0,4,-6,-4,-2,-1
-2,0.2,O=C(Cc1ccc(Cl)cc1)NCCc1ccc(F)cc1,10,0,6,-2,8,9,-2,6
-5,-0.2,Cc1cc(N2C(=O)CCC2=O)ccc1NC(=O)c1cccs1,3,0,0,3,-2,11,1,-7
-4,0.4,O=S(=O)(c1ccccc1)N1N=C(c2ccccc2)CC1c1ccccc1F (stereo not drawn),8,2,-2,3,3,11,1,-11
-4,0.2,O=C(c1cnn2c(C(F)(F)F)cc(-c3ccccc3)nc12)N1CCCc2ccccc21,6,0,5,0,2,-1,-3,-5
4,-0.1,NC(=O)COC(=O)c1cccc(NS(=O)(=O)/C=C/c2ccccc2)c1,2,0,9,1,-3,4,0,0
-3,-0.2,CN1CCN(c2ccc(CNC(=O)c3cc4ccccc4o3)cc2)CC1,-1,-2,-3,2,1,-5,2,-7
-9,-0.1,CC(COc1ccc(Cl)cc1)CN1CCC(C(O)(c2ccccc2)c2ccccc2)CC1 (stereo not drawn),.,-3,7,1,1,0,0,-5
1,-0.7,Cc1cc(C)n(CC(O)CN2c3ccccc3Sc3ccccc32)n1 (stereo not drawn),5,1,2,-1,-1,0,0,8
-4,0.1,COC(=O)c1ccccc1NC(=O)NCC1CCN(Cc2ccc(OC)cc2)CC1,.,0,0,2,-1,5,1,-1
4,0.0,Cc1cccc(N2CCN(C(=O)CCCCCn3c(=S)[nH]c4ccc(N5CCOCC5)cc4c3=O)CC2)c1C,8,0,3,-4,4,-4,0,2
3,0.1,O=C(Cn1nnc(-c2ccccc2F)n1)Nc1ccc(F)cc1F,.,0,16*,-3,-5,-5,-4,5
6,17*,COc1ccc2c(c1)cc1n2CCN=C1NCCO,-4,-1,4,1,-1,-7,2,2
-3,-0.4,COc1ccccc1CC(=O)N1CCOCC1,5,5,-2,-3,2,7,0,0
8,-0.1,COC(=O)c1ccccc1COc1cccn2c(N(C)C(=O)CCC3CCCC3)c(C)nc12,5,-2,0,-1,1,5,-1,5
-5,0.4,CC(C)(C)C(=O)Cn1c(NCCCO)nc2ccccc21,7,-3,0,-3,6,-1,-2,-1
-5,-0.2,Cc1ccc(CCNC(=O)c2nnc(CS(=O)(=O)c3ccccc3)o2)cc1,8,-2,-2,2,-1,-3,0,2

Screening results from PubChem.
